Source: PubChem (several laboratories)
FXIIa inh 1536 – blocks human coagulation factor XIIa protease activity; purified FXIIa, Boc-QGR-AMC fluorogenic substrate, 2 h; inhibition, % at 5 µM; actives 0.3% (n = 220,000); AID 800; in the data active means inhibition above about 40%;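 further: 0% = enzyme with no compound and 100% = blank without enzyme; many of its hits are not listed in these tables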
Hck-Nef inh – inhibitors of human Hck kinase activated by Nef; P08631; Recombinant Hck-YEEI plus Nef, Z-Lyte FRET kinase assay; inhibition, % at 20 µM; actives 0.68% (n = 220,000);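 active means Hck-Nef kinase inhibition above about 50%, limit read from the data; inactive means inhibition below that limit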;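 further: 0% = DMSO with Hck plus Nef and 100% = Hck alone without Nef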
FXIa inh – blocks human coagulation factor XIa protease activity. P03951. purified FXIa, Boc-Glu-Ala-Arg-AMC fluorogenic substrate. inhibition, % at 5 µM. actives 0.14% (n = 220,000);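 active means inhibition of at least 40%; inactive means inhibition below 40%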;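 further: fluorescence of freed AMC excited at 355 nm; 0% = enzyme without compound and 100% = no enzyme blank; many of its hits are not listed in these tables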
Thrombin inh – inhibitors of human thrombin; P00734; alpha-thrombin, Boc-VPR-AMC fluorogenic substrate cleavage; inhibition, % at 5 µM; actives 0.26% (n = 220,000);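 active means inhibition at or above 40%; inactive means inhibition below 40%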;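 further: 0% = enzyme with no compound and 100% = wells without enzyme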
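Material: human alpha-thrombin protein. Incubation: reaction at ambient temperature. Technique: fluorescence of released AMC, ex 355 nm, em 460 nm. Control set: no-compound enzyme wells and no-enzyme blanks. Also added: Boc-VPR-AMC substrate, 15 µM final. Buffer or medium: pH 7.5 Tris (50 mM) with NaCl 150 mM, Tween 20 0.05%.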
TNF necrop inh – blocks TNF-alpha induced death of Jurkat FADD-/- cells | Jurkat FADD-/- TNF necroptosis rescue, ATP luminescence, 24 h; 0 = TNF only, 100 = no-TNF cells | activation (protection from cell death), % at 10 µM | actives 0.068% (n = 220,000) | AID 463075;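 active means activation, meaning protection from cell death, of at least 50% relative to plate controls; inactive means activation below 50%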;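 further: necroptosis triggered by 40 ng/mL TNF-alpha added together with compound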
Rad51 HR inh – Rad51 (human) homologous recombination inhibition; Q06609; hRad51 DNA strand exchange, fluorescence dequenching; inhibition, % at 10 µM; actives 0.085% (n = 200,000);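 active means inhibition above 40% at the single screening dose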;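 further: 0% = DMSO control wells and 100% = blanks with heterologous ssDNA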
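Assay system: Human Rad51 nucleoprotein filaments preassembled on unlabelled ssDNA | Reagent: Donor/quencher-labelled 47-bp dsDNA substrate | Doses: One concentration, 10 µM final | Times: 37 °C 15-min filament assembly, 30-min compound preincubation, 15-min exchange | Technique: Fluorescein emission 520 nm, excitation 485 nm | Benchmarks: Plate control and blank wells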
zVAD death inh – blocks zVAD induced death of L929 cells. L929 zVAD necroptosis rescue, ATP luminescence, 24 h; with zVAD 60 µM. viability rescue, % at 10 µM. actives 0.38% (n = 220,000). AID 1377;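 active means activation, scaled between plate controls, above about 75%, limit read from the data; inactive means activation under that limit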;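 further: 0% = zVAD with DMSO and 100% = DMSO alone without zVAD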
KCC2 mod – KCC2 (human) Cl- transport modulation; B-score of Tl+ flux slope (higher = more flux/activation; lower = inhibition) at 10 µM; KCC2 cells, thallium flux FluoZin-2 fluorescence; Q9H2X9; actives 2.2% (n = 190,000); AID 1456;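 active means thallium flux slope and its plate-corrected score both differing from the plate sample mean at a set confidence after two filtering rounds, in either direction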;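 further: slope of fluorescence scaled to starting intensity during 10 to 20 s after thallium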
Target sequence (Q9H2X9 whole entry, looked up): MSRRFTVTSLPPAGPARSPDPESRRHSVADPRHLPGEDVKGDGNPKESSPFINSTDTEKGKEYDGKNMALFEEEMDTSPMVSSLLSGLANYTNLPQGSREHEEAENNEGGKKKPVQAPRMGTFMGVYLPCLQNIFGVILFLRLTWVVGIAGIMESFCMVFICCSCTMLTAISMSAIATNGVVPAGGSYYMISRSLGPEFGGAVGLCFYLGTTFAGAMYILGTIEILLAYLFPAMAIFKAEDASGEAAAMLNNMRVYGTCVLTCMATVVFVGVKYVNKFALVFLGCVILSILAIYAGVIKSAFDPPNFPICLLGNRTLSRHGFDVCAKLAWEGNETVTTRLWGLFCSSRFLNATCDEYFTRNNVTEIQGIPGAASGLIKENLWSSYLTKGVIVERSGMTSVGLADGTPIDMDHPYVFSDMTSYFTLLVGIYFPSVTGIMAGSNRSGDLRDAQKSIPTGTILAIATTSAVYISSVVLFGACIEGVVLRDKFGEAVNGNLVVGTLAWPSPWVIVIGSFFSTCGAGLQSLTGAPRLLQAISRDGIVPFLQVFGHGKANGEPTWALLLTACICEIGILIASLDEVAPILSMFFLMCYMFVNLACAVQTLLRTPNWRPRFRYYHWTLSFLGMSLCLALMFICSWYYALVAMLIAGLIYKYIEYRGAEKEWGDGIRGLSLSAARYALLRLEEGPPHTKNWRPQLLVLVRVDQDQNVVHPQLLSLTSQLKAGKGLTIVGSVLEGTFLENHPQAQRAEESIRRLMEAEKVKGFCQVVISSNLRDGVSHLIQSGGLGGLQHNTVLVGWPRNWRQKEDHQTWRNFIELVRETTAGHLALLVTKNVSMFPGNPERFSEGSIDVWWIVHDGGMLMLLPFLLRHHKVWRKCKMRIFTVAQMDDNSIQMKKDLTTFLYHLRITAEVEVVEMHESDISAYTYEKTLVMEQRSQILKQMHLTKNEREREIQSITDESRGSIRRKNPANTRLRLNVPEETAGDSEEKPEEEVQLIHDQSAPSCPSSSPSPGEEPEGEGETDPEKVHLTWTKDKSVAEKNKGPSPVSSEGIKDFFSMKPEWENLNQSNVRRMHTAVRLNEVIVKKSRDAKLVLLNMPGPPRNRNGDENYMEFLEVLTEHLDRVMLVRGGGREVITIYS
hK5 inh – inhibitors of human kallikrein 5; Q9Y337; recombinant hK5, fluorogenic AMC substrate cleavage; inhibition, % at 5 µM; actives 0.59% (n = 210,000);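 active means inhibition of 40% or more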;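 further: 0% = enzyme controls without compound and 100% = no-enzyme blanks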
* marks the source's active call; other numbers are inactive results; . = not tested or not shown. Not all compounds are listed, so the mix of outcomes need not match the whole.

(1) O=C(NCC(=O)N(Cc1cccs1)C(C(=O)NC1CCCCC1)c1ccco1)c1cccs1 (stereo unspecified)
(2) N#C/C(=C\c1ccccn1)c1nc2ccccc2s1
(3) CN(C/C=C/c1ccccc1)C1CCCCC1
(4) O=C(O)C1CCC(N2C(=O)C3C4CCC(C4)C3C2=O)CC1 (stereo unspecified)
(5) O=C(Nc1ccccc1F)N1CCCC1c1cccnc1 (stereo unspecified)
(6) Cc1ccc(OCc2nc(-c3ccc(Cl)cc3)n[nH]2)cc1
(7) COc1ccc(Cn2c(S(=O)(=O)CC(N)=O)nc3ccccc32)cc1[N+](=O)[O-]
(8) O=C(CN1CC[n+]2c(-c3cccs3)csc21)c1ccc(Br)cc1
assay / entry	1	2	3	4	5	6	7	8
FXIIa inh 1536	12	5	3	4	6	9	6	-1
Hck-Nef inh	-7	22	-4	5	12	1	-8	4
FXIa inh	5	2	-3	-3	-1	4	-4	-1
Thrombin inh	0	0	-1	0	-3	-2	-2	-7
TNF necrop inh	-1.7	-4.3	0.4	1.5	4.4	1.1	2.7	-3.4
Rad51 HR inh	-7	.	1	.	0	-4	.	10
zVAD death inh	-1.0	0.5	2.3	0.3	0.5	0.7	2.0	0.1
KCC2 mod	-0.17	0.33	0.61	-1.9	.	-0.91	0.65	-0.11
hK5 inh	-8	2	-2	.	0	5	.	-8

(9) Cc1ccc(NC(=S)NC2CCCC2)cc1C
(10) O=C(NCc1ccc2c(c1)OCO2)C1CCCN(C(=O)c2ccc(Cl)cc2)C1 (stereo unspecified)
(11) CC(=O)/C(=C\N(C)C)Sc1ccc(Cl)cc1
(12) CCOC(=O)c1cc2occc2n1CC(=O)N1CCN(C(=O)c2ccco2)CC1
(13) CC(=O)N1N=C(c2ccc(Cl)cc2)OC1c1ccc(C(C)C)cc1 (stereo unspecified)
(14) CCOC(=O)CCc1n[nH]c(=O)[nH]c1=O
(15) COc1ccc(NC(=O)c2cccc(S(=O)(=O)N3CCc4ccccc43)c2)cn1
(16) N#CC1=C(N)NC(=S)C(C(N)=O)C1c1ccc([N+](=O)[O-])cc1 (stereo unspecified)
assay / entry	9	10	11	12	13	14	15	16
FXIIa inh 1536	5	3	5	13	18	8	10	5
Hck-Nef inh	1	6	-1	1	0	-2	-1	29
FXIa inh	-1	-1	9	4	1	-2	0	-5
Thrombin inh	-9	-2	0	-1	-1	-2	-5	-5
TNF necrop inh	-12	-0.4	1.7	-0.4	0.2	0.7	-2.7	-1.9
Rad51 HR inh	-11	-1	4	-2	-9	8	-17	8
zVAD death inh	-1.3	0.2	0.4	-0.8	-0.4	0.3	-0.6	1.5
KCC2 mod	-0.0043	-0.64	-0.2	-0.037	0.43	.	-1.2	0.34
hK5 inh	-4	-8	5	-5	-11	17	2	-3

(17) Cc1ccc(SCCC(=O)OCC(=O)Nc2ccc(S(N)(=O)=O)cc2)cc1
(18) C=CCCC(=O)Nc1nc(C)c(-c2csc(Nc3cccc(OC)c3)n2)s1
(19) COc1ccccc1-n1cnnc1SCc1csc(-c2ccccc2)n1
(20) COc1cccc(C(=O)N2CCN(Cc3ccc4c(c3)OCO4)CC2)c1OC
(21) COc1ccc(-c2nc(CSCC(=O)NC3CCCc4ccccc43)c(C)o2)cc1OC (stereo unspecified)
(22) Cc1ccnc(N/N=C/c2ccccc2)n1
(23) Cc1nn(CC(=O)OCCOc2ccc(Br)cc2)c(C)c1[N+](=O)[O-]
(24) CCN(CC)c1ccc(/C=C2\C(=O)N(c3ccc([N+](=O)[O-])cc3)N=C2N2CCOCC2)cc1
assay / entry	17	18	19	20	21	22	23	24
FXIIa inh 1536	17	14	11	1	6	7	3	.
Hck-Nef inh	-28	0	-2	0	-20	0	14	6
FXIa inh	1	8	1	-7	-1	-1	-3	.
Thrombin inh	-4	7	1	-4	1	-12	-8	.
TNF necrop inh	0.0	-16	-1.2	-1.7	-2.5	4.5	1.8	-0.9
Rad51 HR inh	-25	-6	1	-9	-3	2	0	.
zVAD death inh	0.1	14	-0.8	-0.1	-0.5	5.0	0.0	0.8
KCC2 mod	0.72	-0.3	-0.44	-0.45	.	0.02	-0.11	0.25
hK5 inh	10	-5	-2	-1	-7	-3	-9	.

7 entries picked at random from the list so far, as already listed:
(19) COc1ccccc1-n1cnnc1SCc1csc(-c2ccccc2)n1
(20) COc1cccc(C(=O)N2CCN(Cc3ccc4c(c3)OCO4)CC2)c1OC
(17) Cc1ccc(SCCC(=O)OCC(=O)Nc2ccc(S(N)(=O)=O)cc2)cc1
(23) Cc1nn(CC(=O)OCCOc2ccc(Br)cc2)c(C)c1[N+](=O)[O-]
(24) CCN(CC)c1ccc(/C=C2\C(=O)N(c3ccc([N+](=O)[O-])cc3)N=C2N2CCOCC2)cc1
(21) COc1ccc(-c2nc(CSCC(=O)NC3CCCc4ccccc43)c(C)o2)cc1OC (stereo unspecified)
(18) C=CCCC(=O)Nc1nc(C)c(-c2csc(Nc3cccc(OC)c3)n2)s1
assay / entry	19	20	17	23	24	21	18
FXIIa inh 1536	11	1	17	3	.	6	14
Hck-Nef inh	-2	0	-28	14	6	-20	0
FXIa inh	1	-7	1	-3	.	-1	8
Thrombin inh	1	-4	-4	-8	.	1	7
TNF necrop inh	-1.2	-1.7	0.0	1.8	-0.9	-2.5	-16
Rad51 HR inh	1	-9	-25	0	.	-3	-6
zVAD death inh	-0.8	-0.1	0.1	0.0	0.8	-0.5	14
KCC2 mod	-0.44	-0.45	0.72	-0.11	0.25	.	-0.3
hK5 inh	-2	-1	10	-9	.	-7	-5

Next part.
(25) COCCN(C(=S)Nc1ccccc1C)C(C)c1ccco1 (stereo unspecified)
(26) O=c1c2ccccc2[nH]c(=S)n1-c1cccc(S(=O)(=O)N2CCCC2)c1
(27) O=C(N/N=C/c1ccccn1)c1ccc(Br)o1
(28) CCC(=O)n1nc(-c2ccc(Cl)cc2)nc1NCc1ccccc1
(29) COc1ccc(-c2cn[nH]c2-c2ccc(OCc3ccccc3)cc2O)cc1OC
(30) COc1cc(NC(=O)c2c(F)cccc2F)nc(OC)n1
(31) CCOC(=O)Cc1csc(NC(=O)CSc2nnc3ccccn23)n1
(32) Cc1ccc(S(=O)(=O)N(C(=O)c2ccco2)c2cc3sc(=O)oc3c3ccccc23)cc1
assay / entry	25	26	27	28	29	30	31	32
FXIIa inh 1536	11	13	11	14	-1	9	5	24
Hck-Nef inh	21	1	1	0	-1	1	15	1
FXIa inh	0	7	2	4	-5	-5	-10	20
Thrombin inh	1	-15	2	71*	-15	-2	-22	2
TNF necrop inh	-0.9	-0.9	-3.1	-5.6	-10	0.6	-0.3	-5.4
Rad51 HR inh	31	4	1	-6	.	1	-4	.
zVAD death inh	-0.8	0.7	-0.1	1.0	6.1	-0.1	0.8	1.2
KCC2 mod	0.39	1.6	.	0.53	-0.084	-0.0093	0.41	0.075
hK5 inh	-3	-8	-109	-9	-2	-8	-7	-8

(33) CC(C)(C)NC(=O)C(c1ccncc1)N(Cc1cccs1)C(=O)Cn1nnc(-c2cccs2)n1 (stereo unspecified)
(34) O=C(CSc1nnc(-c2ccco2)n1Cc1ccccc1)NCc1ccccc1
(35) Cc1oc(-c2cccs2)nc1CSCC(=O)NC1CC1
(36) Cc1nn(CC(=O)N2CC(=O)Nc3ccccc32)c(C)c1[N+](=O)[O-]
(37) CCC(C)NC(=O)COC(=O)Cc1sc(N)nc1-c1ccc(C)cc1 (stereo unspecified)
(38) Cc1cc(-c2nn(C)c(=O)c3ccccc23)ccc1CNC(=O)NC1CCCCC1
(39) CC(=O)c1c(C)nn(CC(O)COc2ccc3ccccc3c2)c1C (stereo unspecified)
(40) CCN(CC)c1ccc(/C=N/NC(=O)c2cccc(S(=O)(=O)N3CCOCC3)c2)c(O)c1
assay / entry	33	34	35	36	37	38	39	40
FXIIa inh 1536	5	11	8	10	10	4	2	-7
Hck-Nef inh	0	11	-2	30	5	15	20	-62
FXIa inh	2	5	1	4	-22	-1	-7	-8
Thrombin inh	-5	-2	-1	-3	-1	0	-17	-3
TNF necrop inh	-3.4	0.0	-2.8	0.0	-1.5	1.3	0.2	-8.2
Rad51 HR inh	-7	0	4	3	11	-6	-9	5
zVAD death inh	-0.2	-1.1	0.0	1.7	0.6	0.2	13	66
KCC2 mod	0.011	-0.07	0.51	0.15	-0.31	0.71	-0.95	-0.79
hK5 inh	0	-4	4	0	-8	-2	-5	-26

(41) Cc1ccc(S(=O)(=O)NC2=NCCCCC2)cc1
(42) Nc1nonc1-c1noc(CCCN2C(=O)c3ccccc3C2=O)n1
(43) CC[N+](C)(CC)CCC/C(=N/O)C(O)(c1ccccc1)c1ccccc1
(44) O=S(=O)(CCN1CCSCC1)c1ccccc1
(45) O=c1[nH]n(-c2cccc3cccnc23)c(=O)c2ccccc12
(46) COc1cc(C(=O)N2CCc3ccccc32)ccc1OCc1c(C)noc1C
(47) CS(=O)(=O)N(CC(=O)NCC1CCCO1)c1ccc(Cl)c(Cl)c1 (stereo unspecified)
(48) Cc1cc(N2CCOCC2)nc(SCC(=O)c2ccc(Cl)cc2)n1
assay / entry	41	42	43	44	45	46	47	48
FXIIa inh 1536	9	17	6	0	-8	11	13	1
Hck-Nef inh	5	1	18	1	1	8	-2	1
FXIa inh	3	-14	-3	-10	-9	1	0	-9
Thrombin inh	-8	2	-4	-5	-2	-1	-2	-3
TNF necrop inh	0.7	0.2	1.3	4.5	0.8	-3.3	0.3	-3.8
Rad51 HR inh	-1	3	6	-19	-9	-1	0	3
zVAD death inh	0.5	0.7	0.5	0.6	2.0	-0.6	-0.3	0.0
KCC2 mod	0.28	.	0.06	-0.22	1.2	2.5	1.1	-0.046
hK5 inh	-4	12	-2	27	-5	-2	-3	1

(49) O=C(O)c1ccc(NC(=O)C2CC=CCC2C(=O)O)cc1 (stereo unspecified)
(50) COc1ccccc1NC(=S)NC(NC(=O)C(C)C)C(Cl)(Cl)Cl (stereo unspecified)
(51) Cc1ccc(C(=O)NNC2=Nc3cc([N+](=O)[O-])ccc3OC2)cc1
(52) COc1cc(CC(=O)OCC(=O)NC2CCCCC2)cc(OC)c1OC
(53) Brc1ccc2[nH]c3c(NCc4ccccn4)ncnc3c2c1
(54) CN1C2CCC1CC(NC(=O)CSc1ccc(C(C)(C)C)cc1)C2 (stereo unspecified)
(55) Cc1cc(NC2CCCCC2)nc(-c2ccccc2O)n1
(56) CC1CCN(CC(O)COCCOc2ccc(Br)cc2)CC1 (stereo unspecified)
assay / entry	49	50	51	52	53	54	55	56
FXIIa inh 1536	28	4	0	4	3	3	12	9
Hck-Nef inh	0	22	3	13	-33	-3	3	0
FXIa inh	16	-2	-4	-4	6	7	5	2
Thrombin inh	-1	-9	1	3	-4	-2	2	-17
TNF necrop inh	-2.8	1.7	1.5	0.5	7.9	0.4	0.5	-0.8
Rad51 HR inh	11	0	3	18	4	2	11	5
zVAD death inh	0.2	-2.2	0.5	1.1	75*	-0.8	1.2	0.3
KCC2 mod	-0.42	0.54	0.87	-0.013	0	-1	-0.0073	-0.065
hK5 inh	-24	0	-22	-10	3	3	8	-5
